From PubChem
EPAC1 ag: EPAC1 (human) agonism; O95398; EPAC1 agonist qHTS, biochemical assay; response scale: 100% = response to 6.5 mM cAMP; Potency, µM (series often up to 154 µM), for inactives: at the highest dose activation, hits mostly activators; 0.073% of 360,000 active; note: potency is the fitted concentration of half-maximal effect; nearly all actives have a fitted effect of over 60% in size
Target sequence (O95398 whole entry, looked up): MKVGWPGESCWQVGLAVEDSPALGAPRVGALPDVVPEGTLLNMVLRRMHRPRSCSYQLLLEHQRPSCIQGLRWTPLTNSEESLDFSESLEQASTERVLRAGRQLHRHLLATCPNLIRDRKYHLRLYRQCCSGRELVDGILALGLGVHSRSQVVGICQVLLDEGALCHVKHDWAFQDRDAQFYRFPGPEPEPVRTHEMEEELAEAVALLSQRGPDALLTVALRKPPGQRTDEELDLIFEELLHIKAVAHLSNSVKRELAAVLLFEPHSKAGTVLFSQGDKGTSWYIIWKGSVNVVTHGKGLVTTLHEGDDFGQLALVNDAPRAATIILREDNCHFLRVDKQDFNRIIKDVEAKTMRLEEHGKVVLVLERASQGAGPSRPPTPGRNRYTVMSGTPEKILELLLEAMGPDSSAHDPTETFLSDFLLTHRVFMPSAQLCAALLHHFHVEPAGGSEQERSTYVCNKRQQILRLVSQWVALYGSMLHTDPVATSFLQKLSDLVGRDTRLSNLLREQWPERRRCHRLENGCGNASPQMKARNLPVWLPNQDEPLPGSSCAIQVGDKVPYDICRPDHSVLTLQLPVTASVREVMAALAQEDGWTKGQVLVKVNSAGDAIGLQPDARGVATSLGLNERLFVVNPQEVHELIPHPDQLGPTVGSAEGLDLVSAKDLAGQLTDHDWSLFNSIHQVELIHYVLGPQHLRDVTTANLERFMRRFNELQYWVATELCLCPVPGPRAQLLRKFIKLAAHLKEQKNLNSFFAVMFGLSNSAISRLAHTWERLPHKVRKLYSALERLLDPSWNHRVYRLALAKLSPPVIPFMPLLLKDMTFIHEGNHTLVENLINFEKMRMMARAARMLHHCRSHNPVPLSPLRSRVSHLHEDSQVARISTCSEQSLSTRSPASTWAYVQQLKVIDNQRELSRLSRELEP
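Read-out is the fluorescence drop as BODIPY-GDP leaves Rap1B (480 nm excitation, 540 nm emission), recorded every 5 minutes over 30 minutes. Reactions held 100 nM EPAC1, 250 nM Rap1B–BODIPY-GDP and 50 uM GDP, with 6.5 mM cAMP setting full activation.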
EPAC1 antag: EPAC1 (human) antagonism. EPAC1 GEF assay, Rap1b-BODIPY-GDP exchange fluorescence. Potency, µM (highest dose often 115 µM), for inactives: at the top dose activity change, negative = inhibition, usual class: inhibitors. 0.14% of 360,000 active. AID 720709;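 note: potency is the fitted concentration of half-maximal effect; plate controls were vehicle for no effect and positive control for full effect; nearly all actives have a fitted effect of over 50% in size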
PLK1 PBD inh: blocks phosphopeptide binding to human PLK1 polo-box domain | Plk1 PBD binding of FITC phosphopeptide, fluorescence polarization | 2.8% of 360,000 active | Potency, µM, for inactives: max response, negative = inhibition, most hits filed as inhibitors; note: potency is the fitted concentration of half-maximal effect; series mostly up to about 57 µM; % is set by controls: 0 for no effect and ±100 for the full control effect; nearly all actives have a fitted effect of over 65% in size
IL-2 act: activators of IL-2; activation, % (series mostly up to about 46 µM); IL-2 activation reporter assay, cell-based qHTS; stimulated with anti-CD3/CD4/CD28 beads; in transgenic mouse T cells; 0.065% of 360,000 active; in the data active = activation above about 50%; inconclusive = mostly about 30% to 49%; note: 0% is about no effect
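Unstimulated transgenic mouse T cells; 60-min compound exposure; bead-based TCR/CD4/CD28 stimulation; 18 h culture, 37 degrees C; dual fluorescence (EGFP, DsRed) plate cytometry.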
GLP1R inv ag: acts as inverse agonist at human GLP-1 receptor; P43220; HEK293 GLP-1R CRE-luciferase, luminescence, 24 h; GLP-1R form is constitutively active; Potency, µM (titrated, usually from 38.3 µM), for inactives: top-dose activity change, negative = inhibition, hits mostly inhibitors; 1.6% of 410,000 active; note: potency is the fitted concentration of half-maximal effect; % is set by controls: 0 for no effect and ±100 for the full control effect; nearly all actives have a fitted effect of over 55% in size
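Constitutively active GLP-1R drives a cAMP-responsive luciferase in stably transfected HEK293 cells; test compounds are added after overnight (12 h) attachment and left 24 hr, and signal loss in luminescence marks inhibition.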
HEK293 tox: cytotoxicity in counter-screen for GLP-1R inverse agonists. HEK293 cAMP-luciferase reporter cells, luminescence, 24 h. Potency, µM (doses to about 38.3 µM), for inactives: top-dose activity change, negative = inhibition, usual class: inhibitors. 0.13% of 410,000 active. AID 624418;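 note: loss of luciferase light is scored as toxicity; potency is the fitted concentration of half-maximal effect; % is set by controls: 0 for no effect and ±100 for the full control effect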
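To flag toxic compounds, the library was rerun on cells for 24 hr at 37 deg C and 5% CO2. Viability-linked luminescence was captured 12 min after adding luciferase detection reagent.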
PTHR1 ag: activates the human parathyroid hormone receptor PTHR1; Q03431; HEK293 GP2 PTHR1 cells, GloSensor cAMP luminescence, 1 h; Potency, µM (titrated, usually from 115 µM), inactives show at the top dose activation, hits mostly activators; 0.075% of 410,000 active; AID 743266; note: potency is the fitted concentration of half-maximal effect; nearly all actives have a fitted effect of over 55% in size; some results filed as inactive show a strong effect at the top dose; inactives centre near -15; many of its hits are not listed in these tables
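HEK-293-derived GP2 cells expressing PTHR1 and a GloSensor cAMP reporter, 3,000/well, plated overnight, given luciferin plus IBMX (each 0.5 mM as added) for 1 h at 37 °C, then compound for 1 h at 37 °C. Luminescence was read after 15 min at room temperature.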
PI5P4K alpha inh: inhibitors of human PI5P4K alpha | P48426 | PI5P4Kalpha enzyme, ADP-Glo luminescence, 60 min; active compounds read low | max response, % | 1.2% of 330,000 active; active = max response of -50% or lower; inconclusive = between -30% and -50%; inactive = -30% or higher; note: value at the top dose of about 77 µM; % is set by controls: 0 for no effect and ±100 for the full control effect
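qHTS, 1536-well: enzyme/substrate mix, compound by pin tool, 5 microM ATP final; RT 60 min; ADP-Glo reagents 1 (45 min) then 2 (30 min); luminescence.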
GLP1R ag: agonists of human GLP-1 receptor; HEK293 GLP-1R CRE-luciferase, luminescence, 4-6 h; cells express a hypersensitive GLP-1R form; P43220; AID 624172; Potency, µM (highest dose often 45.6 µM), without a hit: at the top dose activation, actives largely listed as activators; 0.007% of 380,000 active; note: potency is the fitted concentration of half-maximal effect; % of control where 0% means no effect
* = called active by the depositor; i = inactive; ? = inconclusive; · = no result given; [ ] = remark or other dose. Unless noted, calls come from the whole dose curve; as a rule, active = well fitted curve in the direction sought with a large enough effect; inconclusive = small, poorly fitted or top-dose-only effect, or another doubt; inactive = no such curve, though single readings can be large; an effect the other way counts as inactive or inconclusive. A portion of the library; count on the stated rates, not on these rows.

The first three entries, to show the layout:
| canonical_smiles | EPAC1 ag | EPAC1 antag | PLK1 PBD inh | IL-2 act | GLP1R inv ag | HEK293 tox | PTHR1 ag | PI5P4K alpha inh | GLP1R ag |
| --- | --- | --- | --- | --- | --- | --- | --- | --- | --- |
| CCCC(=O)NCCc1cc2c(C)ccc(C)c2[nH]c1=O | 12% | 4% | -8% | 1.2 | 5% | 7% | -18% | 0 | 3% |
| Cc1ccc(S(=O)(=O)/N=C2\C=C(NS(=O)(=O)c3ccccc3)C(=O)c3ccccc32)cc1 | -4% | ? | 15µM* | -3.2 | -3% | ? | -16% | ? | 1% |
| CC(=O)C1C(c2cccc(F)c2)c2c(n[nH]c2C)CC1(C)O (stereo not given) | -1% | -2% | 0% | 1.0 | 18% | 4% | -46%[inhibitor] | 1 | -1% |

This part in full, repeating the preview:
| canonical_smiles | EPAC1 ag | EPAC1 antag | PLK1 PBD inh | IL-2 act | GLP1R inv ag | HEK293 tox | PTHR1 ag | PI5P4K alpha inh | GLP1R ag |
| --- | --- | --- | --- | --- | --- | --- | --- | --- | --- |
| CCCC(=O)NCCc1cc2c(C)ccc(C)c2[nH]c1=O | 12% | 4% | -8% | 1.2 | 5% | 7% | -18% | 0 | 3% |
| Cc1ccc(S(=O)(=O)/N=C2\C=C(NS(=O)(=O)c3ccccc3)C(=O)c3ccccc32)cc1 | -4% | ? | 15µM* | -3.2 | -3% | ? | -16% | ? | 1% |
| CC(=O)C1C(c2cccc(F)c2)c2c(n[nH]c2C)CC1(C)O (stereo not given) | -1% | -2% | 0% | 1.0 | 18% | 4% | -46%[inhibitor] | 1 | -1% |
| CCOc1ccccc1NS(=O)(=O)c1ccc(OC)c(OC)c1 | 4% | 7% | -1% | -2.0 | -2% | 3% | i | · | -4% |
| CC(=O)Oc1ccc2cc(-c3nc4ccccc4n3C)c(=O)oc2c1 | -3% | 15% | -5% | -1.0 | 0% | · | -7%[57.5 µM] | · | 0% |
| Cc1ccc(-n2c(-c3cc(-c4ccco4)[nH]n3)n[nH]c2=S)c(Br)c1 | 10% | 3% | -7% | 1.3 | 21% | -6% | i | -12 | 6% |
| COc1ccccc1NC(=O)OC(C)c1ccc(Cl)cc1 (stereo not given) | 17% | -3% | -16% | -4.4 | ? | 15% | -6% | 21 | 16% |
| CC(C)CC1C(=O)N(Cc2cn(CCC3OCCO3)nn2)CCS(=O)(=O)N1Cc1ccc(-c2cccc(N(C)C)c2)cc1 (stereo not given) | -11% | -7% | -11% | -3.0 | ? | -3% | -17% | 2 | -3% |
| COc1ccc(/C=N/Nc2ncnc3sc4c(c23)CCCC4)cc1OC | -1% | -20% | -8% | -5.3 | 9% | -16% | -19% | 2 | 11% |
| COc1cccc(C(=O)NC2CCSC2=O)c1 (stereo not given) | 1% | 4% | -2% | -1.0 | -3% | -1% | i | · | -12% |
| O=C(Nc1cccc(-c2nc3ccccc3[nH]2)c1)c1ccccn1 | 3% | -6% | -8% | -0.3 | ? | -18% | -6% | -9 | 13% |
| CC(NC(=O)OC(C)(C)C)C(=O)Oc1cc2oc(=O)cc(-c3ccccc3)c2cc1Cl (stereo not given) | -3% | -23% | -26% | 0.5 | ? | · | -14% | -69* | -29% |
| CC(=O)NCCn1c(SCC#N)nc2ccccc2c1=O | 0% | -31% | -4% | 0.6 | 0% | -22% | i | 4 | -11% |
| COc1ccccc1CN1CCCC(N2CCN(c3ccccc3OC)CC2)C1 (stereo not given) | 15% | 8% | -8% | 0.9 | -19% | 14% | i | 2 | 3% |
| COc1cccc(C2CC(C(F)(F)F)n3ncc(C(=O)NC(C)(C)C)c3N2)c1 (stereo not given) | 1% | -2% | ? | 0.9 | -10% | -15% | i | -3 | 0% |
| CC(C)(C)n1nnnc1C(c1ccc2ncccc2c1)N1CCSCC1 (stereo not given) | 0% | 7% | 1% | -0.8 | 1% | -15% | -12%[57.5 µM] | · | 3% |
| Cc1ccc(-c2nc(CSCC(=O)N3CCN(c4ccccn4)CC3)c(C)o2)cc1 | 5% | ? | -20% | -2.9 | -16% | 5% | -56%[inhibitor] | 1 | 3% |
| COc1ccc(S(=O)(=O)N2CCN(C(=O)NCc3ccccc3)CC2)cc1 | -6% | 7% | 2% | 0.5 | 0% | -16% | i | -8 | 0% |
| O=C(NCc1cccs1)c1cc(-c2cccc(Cl)c2)on1 | -7% | -19% | 0% | -3.5 | -1% | -18% | -23% | · | -9% |
| CCN(CC(=O)Nc1c(F)cccc1F)C(=O)C1CC(=O)N(c2ccccc2OC)C1 (stereo not given) | 3% | -2% | -6% | -0.3 | 18% | 9% | i | 6 | 4% |
| COCCCNC(=S)N(CCCO)Cc1cc2cc3c(cc2[nH]c1=O)OCO3 | -1% | -10% | 4% | 0.2 | 3% | -5% | i | -1 | -1% |
| Cc1ccccc1N(CC(=O)N1CCCC1)S(=O)(=O)c1ccc(Cl)cc1 | -5% | 9% | -7% | -1.1 | ? | 3% | i | -4 | -8% |
| COc1ccc(/C(N)=N/OC(=O)c2cc(-c3ccccc3)nc3ccccc23)cc1 | 7% | 5% | -2% | -2.7 | -6% | -1% | i | -1 | -13% |
| CCN(CC(=O)Nc1ccc2c(c1)OCCO2)S(=O)(=O)c1cccs1 | 3% | 8% | 1% | 2.0 | -19% | -15% | -2%[57.5 µM] | 0 | 0% |
| O=C(O)c1ccccc1N1C(=O)C2C3c4ccccc4C(Br)(c4ccccc43)C2C1=O (stereo not given) | 8% | -14% | -13% | -1.8 | ? | -9% | -15% | -3 | -4% |
| c1ccc2c(c1)[nH]c1c(N3CCCC3)ncnc12 | -4% | -5% | 1% | 2.4 | 35%[activator] | -16% | -8% | -7 | 6% |
| COc1cccc(C(=O)Nc2ccc(S(=O)(=O)Nc3cc(C)nc(C)n3)cc2)c1 | 3% | ? | 7% | -1.8 | 8% | -1% | -4% | 0 | -1% |
| O=C1c2cccnc2Nc2ccccc2N1CCCF | 0% | -3% | -3% | 2.6 | -4% | -5% | 0% | -3 | -13% |
| COc1ccc(N(C(=O)c2ccc(Br)o2)C2C=CS(=O)(=O)C2)cc1 (stereo not given) | -3% | 13% | -2% | -1.0 | 9% | -14% | i | · | 1% |
| COc1cccc(CNc2nc(NCc3ccccc3OC)nc3ccsc23)c1 | 11% | -4% | 6% | -0.7 | ? | ? | -40%[inhibitor] | ? | -6% |
| COc1ccc(C(C(=O)NC(C)(C)C)N(Cc2ccccc2)C(=O)CCC(=O)Nc2cc(C)on2)cc1 (stereo not given) | 2% | -9% | -7% | -3.5 | -13% | 0% | i | 3 | 0% |
| CCOC(=O)c1cnn(-c2c(Cc3ccccc3)c(C)nc3c(-c4ccccc4)c(C)nn23)c1N | 12% | 9% | 0% | 0.0 | 0% | 2% | ? | · | -14% |
| Cc1ccc(SCCNC(=O)CN2C(=O)c3ccccc3S2(=O)=O)cc1 | 0% | -24% | 1% | -0.7 | -1% | -14% | -21%[57.5 µM] | 0 | 6% |
| COc1ccc(CN2C(=O)[C@H]3Cc4c([nH]c5ccccc45)C(C)(C)N3C2=O)cc1 | 4% | -9% | · | -0.8 | · | · | -54%[inhibitor] | · | 1% |
| NNC(=O)C(=O)NCCCN1CCOCC1 | -11% | -5% | -3% | -0.5 | 17% | 5% | i | -1 | 6% |
| NC(=O)c1cc(S(=O)(=O)N2CCN(c3ccc([N+](=O)[O-])cc3)CC2)cs1 | -3% | -13% | -9% | -4.8 | 7% | -25% | -24% | 0 | -5% |
| O=C(Nc1ccccc1)c1cc(S(=O)(=O)N2CCCCC2)ccc1N1CCOCC1 | 2% | -8% | -1% | -0.9 | 11% | 3% | i | 9 | 0% |
| COC(=O)C1=C(C)NC(=O)NC1c1ccc(OCC(=O)N2CCCCC2)cc1 (stereo not given) | 0% | 0% | -5% | 1.7 | -3% | 1% | 23%[57.5 µM] | 2 | 11% |
| O=C(CSc1nnc(CNC(=O)c2c(F)cccc2F)o1)NCC1CCCO1 (stereo not given) | -8% | -4% | 2% | -2.1 | 10% | -3% | -20% | -7 | -2% |
| CCc1cc(C(=O)OC)c(NC(=O)c2ccoc2C)s1 | -4% | -6% | -25% | -2.3 | 7% | 6% | i | 23 | 15% |
| CCOc1cc(N2CCOCC2)c(OCC)cc1NC(=O)COC(=O)[C@@H]1CCCN1S(=O)(=O)c1ccccc1F | -8% | 11% | 4% | 5.0 | 20% | -14% | i | -5 | 21% |
| CCCCC[C@H]1CN(C2CCCCC2)C(=O)[C@@H]1CC(=O)NCc1ccc(OC)cc1 | -14% | -21% | ? | -3.0 | ? | 1% | -21% | 2 | 21% |
| COc1ccc(NC(=O)COC(=O)c2c(-c3ccccc3)noc2C)cc1 | 7% | -18% | -7% | -1.2 | 0% | -1% | -60%[inhibitor] | · | 8% |
| CCNC(=O)/C(C#N)=C/c1c(N2CCN(Cc3ccc4c(c3)OCO4)CC2)nc2c(C)cccn2c1=O | -13% | -2% | 2% | 0.7 | 4% | -4% | i | 3 | 0% |
| Cc1nc2ccccc2c2nc(NC(=O)Cc3ccccc3)nn12 | -2% | 11% | -3% | 0.1 | 50%[activator] | 10% | ? | · | 2% |
| CCOC(=O)C(Cc1ccccc1)NC(=O)CCc1nnc2ccc(N3CCCCC3)nn12 (stereo not given) | -17% | 17% | -1% | -0.7 | -6% | 5% | -22% | 2 | -3% |
| CC(C)c1ccc(NC(=O)c2cc3c(=O)[nH]c4ccccc4c3n2C)cc1 | · | · | · | · | 8% | 0% | i | · | 6% |
| O=C(O)CCSc1nc2ccccc2c(=O)[nH]1 | -2% | 11% | -2% | 0.8 | -20% | -15% | i | -11 | 1% |
| Fc1ccc(-c2cc(C(F)(F)F)nc(-n3cc(Cl)cn3)n2)cc1 | 1% | 13% | -4% | 3.3 | 10% | 5% | -20% | 4 | 6% |
| CCN(CCCCCCN)c1ccc2c(=O)[nH][nH]c(=O)c2c1 | -4% | -4% | -14% | 0.2 | -1%[7.66 µM] | -8%[7.66 µM] | -10% | 0 | 8% |
| Cc1nc(N2CCOCC2)c(C#N)c2c1COC(C)(C)C2 | 2% | 10% | 1% | -1.5 | 49%[activator] | 6% | -25% | · | 17% |
| Cc1ccc2c(c1)c(C)c(C)n2CC(O)Cn1nc(C)c(Br)c1C (stereo not given) | 4% | -13% | -3% | -3.1 | ? | -16% | -7%[57.5 µM] | 26 | -10% |
